High-throughput results: PubChem, National Center for Advancing Translational Sciences (NCATS)
Giardia FBPA inh = Giardia lamblia aldolase inhibition; A8B2U2; AID 2451; purified Giardia FBPA; Potency, µM (highest dose often 59.6 µM), inactives show top-dose activity, negative = inhibition, hits mostly inhibitors; actives 0.71% (n = 290,000); also: potency is read from the fitted curve at half-maximal effect; nearly all actives have a fitted effect of over 55% in size
Target sequence (A8B2U2 whole entry, looked up): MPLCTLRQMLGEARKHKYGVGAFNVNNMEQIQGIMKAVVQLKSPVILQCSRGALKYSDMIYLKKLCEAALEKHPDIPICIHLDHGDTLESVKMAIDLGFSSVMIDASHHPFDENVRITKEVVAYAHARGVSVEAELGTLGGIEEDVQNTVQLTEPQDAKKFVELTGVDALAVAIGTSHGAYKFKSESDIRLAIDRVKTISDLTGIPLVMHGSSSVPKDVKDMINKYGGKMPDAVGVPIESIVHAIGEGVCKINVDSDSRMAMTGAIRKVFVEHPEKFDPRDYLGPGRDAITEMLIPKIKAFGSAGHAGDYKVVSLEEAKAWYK
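40 nM FBPA preincubated 10 min at RT with compound (up to 57.5 uM final), then substrate plus GAPDH/TPI/NAD/arsenate coupling and diaphorase/resazurin added. Fluorescence read after 20 min at RT, 525/598 nm.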
HCMV inh = human cytomegalovirus inhibition. HFF cells, HCMV-luciferase reporter, 72 h; hits give low values. activity change, negative = inhibition, % at 57.5 µM. actives 4.5% (n = 410,000). AID 1259415; in the data active = activity change below about -60%; inconclusive = no clear call, values can overlap the other calls; inactive = above about -39%
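After 16 h attachment at 37C, HFF cells received test compound and HCMV-luciferase (1 PFU/cell); reporter luminescence read 72 h later, data normalized against buffer-only and known inhibitor Salinomycin.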
AmpC inh detg = blocks E. coli AmpC beta-lactamase in detergent assay | P00811 | AmpC hydrolysis of nitrocefin, absorbance 480 nm, 0.01% Triton | Potency, µM (top dose mostly 114 µM), for inactives: at the top dose activity change, negative = inhibition, usual class: inhibitors | actives 0.041% (n = 370,000) | AID 485294;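 also: potency is read from the fitted curve at half-maximal effect; 0% = no-compound wells and -100% = no-enzyme wells; nearly all actives have a fitted effect of over 25% in size; some results filed as inactive show a strong effect at the top dose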
Target sequence (P00811 whole entry, looked up): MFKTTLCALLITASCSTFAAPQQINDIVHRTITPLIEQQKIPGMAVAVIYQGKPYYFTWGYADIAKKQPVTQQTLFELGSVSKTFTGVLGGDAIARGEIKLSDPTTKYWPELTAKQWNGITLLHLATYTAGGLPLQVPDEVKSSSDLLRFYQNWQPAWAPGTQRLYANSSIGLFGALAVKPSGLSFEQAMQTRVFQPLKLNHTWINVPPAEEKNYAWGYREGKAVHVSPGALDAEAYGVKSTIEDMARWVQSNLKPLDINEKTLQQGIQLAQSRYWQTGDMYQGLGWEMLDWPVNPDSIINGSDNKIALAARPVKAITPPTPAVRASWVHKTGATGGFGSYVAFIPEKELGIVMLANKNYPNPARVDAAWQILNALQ
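AmpC (5.3 nM in the dispensed reagent) in 20 mM phosphate pH 7.0 with 0.01% (detergent screen) or 0.0001% Triton X-100 was preincubated with compounds for 15 min at room temperature. Nitrocefin was then added from an 800 uM solution, and hydrolysis was followed at 480 nm.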
Sm TGR inh = inhibitors of Schistosoma mansoni thioredoxin glutathione reductase. purified TGR, DTNB reduction, TNB absorbance 405 nm. Potency, µM (series often up to 114 µM), without a hit: top-dose activity change, negative = inhibition, most hits filed as inhibitors. actives 3% (n = 360,000); also: potency is read from the fitted curve at half-maximal effect; nearly all actives have a fitted effect of over 60% in size
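TGR 20 nM + NADPH 100 uM (dispensed conc.), cpd preinc 15 min RT; start with NADPH (500 uM addition) then DTNB (15 mM addition). Kinetic TNB absorbance, 405 nm filter. Four-parameter Hill fit across titration.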
AmpC inh no detg = blocks E. coli AmpC beta-lactamase in detergent-free assay; Potency, µM (highest dose often 57.1 µM), without a hit: at the highest dose activity change, negative = inhibition, hits mostly inhibitors; actives 0.52% (n = 330,000); AmpC nitrocefin hydrolysis, absorbance 480 nm, 0.0001% Triton; AID 485341; P00811;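 also: potency is read from the fitted curve at half-maximal effect; plate controls were no compound for no effect and no enzyme for full effect; nearly all actives have a fitted effect of over 20% in size; some results filed as inactive show a strong effect at the top dose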
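20 mM phosphate pH 7.0 + 0.01% (detergent screen) or 0.0001% Triton X-100; 5.3 nM AmpC reagent; cpd preinc 15 min RT; nitrocefin (800 uM stock) to start; A480 q20 s × 4 min; Activity was normalised to no-enzyme and no-compound control wells.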
HCV inhibitor = blocks hepatitis C virus. actives 3.4% (n = 340,000). Potency, µM (highest dose often 41.8 µM), for the others: at the highest dose activity change, negative = inhibition, actives largely listed as inhibitors. AID 651820. Huh7.5.1 HCVcc-Cre infection, luciferase reporter, 44 h; also: potency is read from the fitted curve at half-maximal effect
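Seed cells (1,000/well) for 4 h; treat with compound and infect with HCVcc-Cre, moi about 0.5. Incubate 44 h, then detect luciferase activity.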
* hit, by the source's call; ? = inconclusive; nt = not tested or not shown; [ ] = dose if it differs, or a comment. Unless noted, calls follow the shape of the dose curve; as a rule, active = well fitted curve in the direction sought with a large enough effect; inconclusive = small, poorly fitted or top-dose-only effect, or another doubt; inactive = no such curve, though single readings can be large; an effect the other way counts as inactive or inconclusive. Unless noted, % is scaled to controls: 0 for no effect and ±100 for the full control effect.

Values run as follows: AmpC inh no detg, HCV inhibitor, Giardia FBPA inh, Sm TGR inh, AmpC inh detg, HCMV inh
CCN1C(=O)N/C(=C/c2ccc(Sc3ccc(C)cc3)o2)C1=O
    -31%, ?, nt, ?, -3%, -17
c1ccc(C2=Nn3c(nnc3-c3ccncc3)SC2)cc1
    -15%, 22%, 8%, -29%, -10%, -73*
CCCCn1nc(C(=O)N(C)CC(=O)Nc2ccc(F)c(F)c2F)ccc1=O
    0%, 6%, nt, nt, nt, 3
CCOC(=O)N1CCC(NC(=O)c2oc3c(F)cccc3c2C)CC1
    70%[activator], 3%, 13%, 3%, 0%, -18
COCC(=O)n1nc(-c2ccccc2)nc1NCc1ccc(F)cc1
    -23%, 11%, 6%, -4%, -11%, 43
S=C(NCc1ccco1)Nc1cc(-c2ccccc2)[nH]n1
    16µM*, ?, 1%, 16µM*, -2%, -14
O=C(Nc1ccccc1SCC1CSc2nc3ccccc3c(=O)n21)c1ccccc1Cl (stereo not drawn)
    4%, 3%, -3%, -21%, -2%, ?
O=S(=O)(c1cccc(C(F)(F)F)c1)N1CCN(C(=S)NC2CC2)CC1
    -7%, 11%, 8%, 0%, -17%, -40
Cc1ccc(-n2[nH]c(C)c(C=NCc3ccncc3)c2=O)cc1
    -6%, 6%, 2%, 2%, 3%, ?
Cc1cc(=O)oc2cc(N3C(=O)CC(Cc4ccccc4)C3=O)ccc12 (stereo not drawn)
    -49%, 8%, -5%, 2%[57.1 µM], -1%, -27
Cc1ccccc1-c1cc(C(=O)N2CCCC2)c2ccccc2n1
    -8%, 16%, 3%, -18%, 0%, 29
O=C(Nc1ccc(S(=O)(=O)N2CCCC2)cc1)c1cccnc1
    -11%, -10%, 4%, -4%, -13%, -13
Cc1cc(C)n(C(=O)CNC(=O)c2ccco2)n1
    -20%, 7%, 1%, -8%, ?, -6
O=C(c1cn(-c2ccccc2)nc1-c1ccccc1)n1nnc2ccccc21
    -38%, 5%, 5%, 0%, -7%, -23
COC(=O)c1ccccc1N=Nc1c(C)noc1C
    -9%, -3%, -1%, 4%, -10%, 9

Values run as follows: AmpC inh no detg, HCV inhibitor, Giardia FBPA inh, Sm TGR inh, AmpC inh detg, HCMV inh
CN(NC1OC(=O)c2ccccc21)c1ccc(C(F)(F)F)cc1[N+](=O)[O-] (stereo not drawn)
    -25%, 2%, 24%, -5%, 4%, 54
CC(NC(=O)c1ccc(S(=O)(=O)C(F)F)cc1)c1ccccc1 (stereo not drawn)
    -18%, 12%, -5%, 10%, -10%, -23
COc1ccc(N2CCN(CC(=O)N3N=CCC3c3ccccc3)CC2)cc1 (stereo not drawn)
    1%, -16%, 0%, -1%, 0%, -34
O=C(Nc1ccccc1C(=O)N1CCOCC1)C1CC(=O)N(C2CCCC2)C1 (stereo not drawn)
    -10%, 16%, 6%, -9%, ?, -13
COc1ccc(CC(=O)Oc2ccc(Cl)cc2Br)cc1S(=O)(=O)N1CCOCC1
    -8%, 22%, nt, 2%, -18%, -15
C/C(=N\NC(=O)C1(C)CC1(Br)Br)c1ccc([N+](=O)[O-])cc1 (stereo not drawn)
    -22%, 16%, 3%, 0%, -11%, 29
CCOc1cc(-c2nn3cnnc3s2)cc(OCC)c1OCC
    -25%, -18%, 0%, 0%, -13%, 67
COc1ccc2ccc(O)c(CN3CCN(S(=O)(=O)c4cccc(C(F)(F)F)c4)CC3)c2c1
    -28%, 1%, nt, 2.5µM*, -10%, ?
COc1ccc(C(=O)Nc2cccc(C)c2)cc1
    -18%, 1%, -19%, -10%, -9%, 59
O=[N+]([O-])c1cccc(CN2C[C@@]34C=C[C@@H](C[C@@H]3S2(=O)=O)O4)c1
    -11%, -13%, 6%, -33%, ?, 77
CN(CC#CC1(O)c2ccccc2-c2ccccc21)Cc1ccccc1
    -16%, 0%, ?, -18%, 0%, -7
Cc1ccc(S(=O)(=O)N2CCC(C(=O)Nc3ccc4c(c3)OCO4)CC2)cc1
    -28%, -23%, -8%, 24%, -3%, 7
C/C(=N\NC(=S)Nc1c(C)cccc1C)c1ccc(O)cc1
    -47%, -28%, -8%, -2%, 3%, -11
Cc1onc(-c2ccccc2Cl)c1C(=O)Nc1ccc(-c2cn3cccnc3n2)cc1
    72%[activator], nt, 8%, 0%, ?, nt
Cc1cccc(Nc2cc(=O)[nH]c(=O)[nH]2)c1
    -14%, 18%, -2%, -1%, -4%, -13

The list goes on, overlapping the part above by three compounds.
Values run as follows: AmpC inh no detg, HCV inhibitor, Giardia FBPA inh, Sm TGR inh, AmpC inh detg, HCMV inh
C/C(=N\NC(=S)Nc1c(C)cccc1C)c1ccc(O)cc1
    -47%, -28%, -8%, -2%, 3%, -11
Cc1onc(-c2ccccc2Cl)c1C(=O)Nc1ccc(-c2cn3cccnc3n2)cc1
    72%[activator], nt, 8%, 0%, ?, nt
Cc1cccc(Nc2cc(=O)[nH]c(=O)[nH]2)c1
    -14%, 18%, -2%, -1%, -4%, -13
COc1ccc(C2(CNC(=O)c3cccc([N+](=O)[O-])c3)CCOCC2)cc1OC
    -22%, 10%, 0%, -1%, ?, 58
Cc1ccc2cc(CNC(C)C)c(=O)[nH]c2c1
    -20%, -2%, -7%, 0%[11.4 µM], -2%, -25
O=C(NN1CCOCC1)c1cc(-c2ccccc2)nc2ccccc12
    -3%, -21%, 1%, 13%, -10%, -9
COCCN(C(=O)COC(=O)CCc1nc2ccccc2s1)c1c(N)n(Cc2ccccc2)c(=O)[nH]c1=O
    112%[activator], 2%, 13%, -10%, -2%, -15
O=C(C1CC1)N1CCc2cc(S(=O)(=O)N3CCN(c4ccccc4)CC3)ccc21
    41%, ?, nt, -10%, -6%, -39
O=C(CSc1nncc2ccccc12)Nc1cccc(C(=O)O)c1
    -24%, 16%, ?, 0%, 0%, -32
COc1cccc(CNC(=O)Cc2ccc(-n3c(=O)[nH]c4ccccc4c3=O)cc2)c1
    -12%, -6%, 5%, 2%, -8%, -97*
COc1cc(C(=S)N(C)C)ccc1O
    -6%, 5%, ?, -4%, -3%, 50
O=C(COc1ccccc1)N1CCN(S(=O)(=O)c2cccc([N+](=O)[O-])c2)CC1
    8%, -4%, 0%, -8%, 1%, 3
COc1ccc(CNC(=O)c2cc(Nc3ccc(C)cc3C)nc3ccccc23)cc1
    nt, nt, nt, 8%, 11%, 10
CCOC(=O)N1CCC(NC(=O)c2ccc3c(c2)N(Cc2ccc(F)cc2)C(=O)c2ccccc2S3(=O)=O)CC1
    nt, nt, nt, -7%, -13%, 0
Cc1onc(-c2c(F)cccc2Cl)c1C(=O)NC1CC1
    -9%, 18%, nt, ?, 5%, 2
CC(C)C[C@@H](COc1ccccc1)N1CCN(Cc2ccccc2)CCC1=O
    144%[activator], -15%, 0%, -24%, -7%, -102*
COc1ccc(C(=O)/C=C(\C)Nc2ccc3c(c2)OCO3)cc1
    -8%, ?, nt, -4%, -9%, 70
O=C1/C(=C/c2cccs2)NC(=S)N1C1CC1
    -19%, -15%, -11%, 2%, 0%, -24

Values run as follows: AmpC inh no detg, HCV inhibitor, Giardia FBPA inh, Sm TGR inh, AmpC inh detg, HCMV inh
COc1ccc(Cl)cc1NC(=O)CSc1nnc(CNC(=O)c2cccs2)o1
    -15%, 0%, nt, -9%, ?, -1
CCCNC(=O)c1ccc(COc2ccc(CCC)cc2OC)o1
    41%, ?, 7%, -14%, -11%, -62*
C/C=C/C(=O)Nc1cccc(C2=NOC3(C2)C[C@@H](C(N)=O)N(C(=O)C(c2ccccc2)c2ccccc2)C3)c1 (stereo partly drawn)
    150%[activator], ?, -5%, 27%, 0%, 13
O=C(O)Cc1csc(NC(=O)c2ccco2)n1
    -11%, 0%, -9%, -15%, -10%, -6
N#Cc1ccc(COC(=O)c2cnc3ccccc3n2)cc1
    -14%, 17%, 6%, -1%, -8%, -40
COc1ccc(NC(=O)CCCNC(=O)c2ccc(Cl)cc2)cc1OC
    3%, 14%, 7%, -4%, -1%, -19
COc1cc2c(cc1OC)C(COc1ccc(F)cc1)N(C(=O)C(C)C)CC2 (stereo not drawn)
    nt, nt, nt, -7%, -2%, 13
COC(=O)C1=C(c2ccc(OC)c(OC)c2)C[C@@H]2CC[C@H]1N2C(=O)NCCO
    -3%, ?, nt, -12%, -5%, -17
CCCCCCCCCCCC(=O)NC(C(=O)O)C(O)c1ccccc1 (stereo not drawn)
    62%[activator], 3%, 24%, 0%, 1%, -32
CC(C)c1nnc(SCC(=O)N2CCc3ccccc32)n1N
    -27%, 25%, 2%, -3%, ?, 6
CCN(Cc1ccccc1)C(=O)CSc1n[nH]c(N)n1
    -3%, 6%, 6%, -4%, -2%, -29
NC(=S)Nn1c(-c2ccccc2)nc2ccccc2c1=O
    -15%, 19%, ?, 0%, -10%, -38
O=C(CNCc1ccccc1Cl)Nc1ccc(C(=O)N2CCCCC2)cc1
    97%[activator], -12%, ?, -13%, -12%, ?
C=C1C[C@@H]2[C@H](CC[C@]3(C)C(=O)CC[C@@H]23)[C@@]2(C)C=CC(=O)C=C12
    4%, nt, 4%, ?, 3%, nt
NC(=O)c1cc(NC(=O)COC(=O)CCCN2C(=O)c3cccc4cccc(c34)C2=O)cc(C(N)=O)c1
    -10%, 7%, nt, nt, nt, 8

Values run as follows: AmpC inh no detg, HCV inhibitor, Giardia FBPA inh, Sm TGR inh, AmpC inh detg, HCMV inh
CCn1cc([N+](=O)[O-])c(C(=O)Nc2nc3ccc(OC)cc3s2)n1
    -15%, ?, 18%, nt, -2%, -89*
CN(C)c1ccc(-c2n[nH]c(=S)n2-c2ccccc2)cc1
    -24%, -5%, 6%, 8%, -7%, 15
COc1ccccc1Cc1nc2ccccc2nc1SCC(=O)N1CCCCC1
    nt, nt, nt, 7%, 18%, 1
OC(COc1ccc(-c2ccccc2)cc1)CN1CCOCC1 (stereo not drawn)
    67%[activator], nt, 3%, -1%, -1%, nt
N#CCCn1cc(C(N)=O)c(-c2ccc3ccccc3c2)n1
    3%, 13%, 6%, -1%, -1%, 77
Cc1ccc(C2=Nc3ccccc3N(CC(=O)Nc3ccccc3C)C(=O)C2)cc1C
    nt, nt, nt, 0%, 0%, 61
O=C(CSCc1ccc(F)cc1)N1CCN(c2ccc(F)cc2)CC1
    13%, -18%, 3%, 0%, ?, -1
NS(=O)(=O)c1cc(C(=O)N=Nc2c(O)[nH]c3ccccc23)ccc1Cl
    -49%, -16%, -14%, 11%, 2%, -29
O=S(=O)(NCc1c(Cl)cccc1Oc1ccccc1)c1ccccc1
    -17%, -24%, -1%, 15%, 7%, -33
Cc1ccc(C)c(S(=O)(=O)NCCN2CCOCC2)c1
    -18%, 7%, ?, -8%, -3%, nt
CC(=O)c1cccc(NC(=O)c2ccc(N(C)S(=O)(=O)c3ccc(C)cc3)cc2)c1
    -31%, ?, nt, 4%, 4%, -29
COc1ccc(/C=N/NC(=O)c2cccc(Br)c2)cc1COc1ccccn1
    13%, -9%, 5%, -3%, 4%, 47
CC(C)(C)C1CCc2onc(C(=O)Nc3sc4c(c3C(N)=O)CCCC4)c2C1 (stereo not drawn)
    nt, nt, nt, 5%, -7%, 24
CCCCCN1CN(S(=O)(=O)c2cccs2)c2nc3ccccc3nc21
    -11%, 7%, -6%, 4%, 0%, -36
CCOC(=O)Cc1nn(Cc2nc(-c3ccc(C#N)cc3)cs2)c(=O)c2ccccc12
    -6%, 10µM*, -7%, 22%, 6%, ?
